Chronic BCR inh: chronic active BCR signaling inhibition | ABC-DLBCL IkBa-CBG/CBR reporter, luminescence ratio, 4 h | Potency, µM (top dose mostly 46.1 µM), for the others: at the top dose ratio change, negative = lower green/red ratio, hits mostly inhibitors | 340,000 tested, 0.05% active | AID 493014; active means well fitted inhibition curve with a large enough effect in the signal ratio, with a control signal flat, not every such curve was filed as active; inconclusive means small, poorly fitted or top-dose-only effect, or effect the other way, or a change in a side signal; the % refers to the signal ratio;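 further: potency means the concentration at half of the fitted maximal effect; plate controls were basal doxycycline-induced cells for no effect and cells given 10 µM MG132 for full effect; MG132 reads +100%, hits lower the ratio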
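Compounds up to 46 uM were incubated four hours with TMD8 cells whose green CBG68 luciferase is fused to IkappaBalpha; red CBR luminescence normalised the signal, and concentration-effect curves were fitted to fusion, red and ratio data.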
TSHR antag: human thyrotropin receptor antagonism. P16473. AID 504810. 330,000 tested, 0.2% active. activity change, negative = inhibition, % at 11.5 µM. TSHR-expressing cells, TSH-stimulated cAMP HTRF, 2 h; active compounds read low;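 active means activity change below a set negative limit, meaning inhibition stronger than a set level, cut at about -70% in these data; inconclusive means activity change between two set negative limits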; further: on the % scale 0 is the no-effect control and ±100 the full control effect
Target sequence (P16473 whole entry, looked up): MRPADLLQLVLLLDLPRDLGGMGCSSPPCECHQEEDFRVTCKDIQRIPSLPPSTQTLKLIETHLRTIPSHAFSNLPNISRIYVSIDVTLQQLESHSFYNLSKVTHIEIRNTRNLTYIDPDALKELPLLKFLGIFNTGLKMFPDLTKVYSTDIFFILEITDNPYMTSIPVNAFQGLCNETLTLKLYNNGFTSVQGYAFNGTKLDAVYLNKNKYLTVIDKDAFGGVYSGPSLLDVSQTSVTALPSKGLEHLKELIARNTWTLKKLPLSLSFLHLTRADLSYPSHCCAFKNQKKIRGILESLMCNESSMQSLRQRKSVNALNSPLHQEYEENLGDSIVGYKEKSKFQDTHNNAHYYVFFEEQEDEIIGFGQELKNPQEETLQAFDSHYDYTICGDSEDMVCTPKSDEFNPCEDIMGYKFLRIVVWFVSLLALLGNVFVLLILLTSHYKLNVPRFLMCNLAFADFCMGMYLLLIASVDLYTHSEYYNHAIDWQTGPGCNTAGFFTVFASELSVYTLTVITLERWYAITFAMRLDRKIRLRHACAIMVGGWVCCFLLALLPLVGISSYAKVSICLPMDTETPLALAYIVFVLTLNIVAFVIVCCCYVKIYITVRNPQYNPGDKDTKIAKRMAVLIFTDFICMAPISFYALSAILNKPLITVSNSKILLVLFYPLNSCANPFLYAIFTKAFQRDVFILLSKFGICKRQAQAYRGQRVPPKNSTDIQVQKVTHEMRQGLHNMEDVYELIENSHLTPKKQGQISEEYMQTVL
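Cell-based HTRF cAMP assay; TSHR cells + compound, TSH EC80 (4nM final), 2 h, 37 deg C. Lysis with anti-cAMP cryptate and cAMP-d2, 30 min RT, read 665/620 nm.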
Mito fusion act: blocks mitochondrial division or promotes mitochondrial fusion; S. cerevisiae fusion-defective mutant growth rescue, CellTiterGlo 48 h; Potency, µM (highest dose often 46.1 µM), for inactives: top-dose growth rescue (activation), usual class: activators; 320,000 tested, 0.23% active;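 further: potency means the concentration at half of the fitted maximal effect; % of control where 0% means no effect; nearly all actives have a fitted effect of over 45% in size; temperature-sensitive fusion mutants such as fzo1-1 at 37 °C on non-fermentable ethanol glycerol medium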
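Compounds are tested for their ability to restore growth of mitochondrial fusion-defective yeast strains at non-permissive 37C in YPEG medium over 48 hours. Viability is quantified by luciferase luminescence.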
Eya2 inh: inhibitors of human Eya2 phosphatase activity. O00167. recombinant Eya2, OMFP fluorescence dephosphorylation (OMFP is methylfluorescein phosphate). Potency, µM (highest dose often 76.9 µM), for the others: at the top dose activity, negative = inhibition, most hits filed as inhibitors. 330,000 tested, 0.006% active. AID 488837; further: potency means the concentration at half of the fitted maximal effect; on the % scale 0 is the no-effect control and ±100 the full control effect
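Eya2 protein (added as 0.2 uM solution) was preincubated with compound for 10 min at ambient temperature in 50 mM HEPES pH 7.5, 50 mM NaCl, 5 uM MgCl2, 0.05% BSA, 1 mM DTT. OMFP (added at 50 uM) then reacted 10 min; fluorescence read at 485/525 nm.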
KCNH2 WT inh: blocks the wildtype human KCNH2 potassium channel; Q12809; activity change, % at 1.84 µM; U2OS, BacMam KCNH2, thallium flux FluxOr; active compounds read low; 340,000 tested, 0.37% active;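 active means maximum activity change below -70%; inconclusive means maximum activity change between -70% and -50%; inactive means maximum activity change above -50%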; further: on the % scale 0 is the no-effect control and ±100 the full control effect
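U2OS cells transduced with wild-type KCNH2 virus are loaded with FluxOr dye for 45 min, and thallium flux is measured in kinetic reads before and after stimulation buffer. Rate constants are normalized to DMSO controls.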
PKM2 act: PKM2 (human) enzyme activation; P14618; purified PKM2, Kinase-Glo ATP luminescence, activation; response scale: 0% is enzyme alone, no compound; Potency, µM (series often up to 57.5 µM), inactives show at the highest dose activation, usual class: activators; 260,000 tested, 0.34% active; AID 1631; further: potency means the concentration at half of the fitted maximal effect; on the % scale 0 is the no-effect control and ±100 the full control effect; nearly all actives have a fitted effect of over 55% in size
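hPK-M2, >95% pure; 0.1 mM ADP / 0.5 mM PEP final; imidazole pH7.2 buffer w/ 7 mM MgCl2, 50 mM KCl; 1 h RT; Kinase-Glo lum. Intermediate enzyme activity for dual inhibitor/activator qHTS.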
Menin MLL FP TR: displaces Texas Red mutant MLL peptide from human menin | Menin + Texas Red MLL mutant peptide, fluorescence polarization | O00255 | Potency, µM (titrated, usually from 61.6 µM), without a hit: at the top dose FP activity change, negative = inhibition, usual class: inhibitors | 270,000 tested, 0.23% active; active means well fitted inhibition curve with a large enough effect in the polarisation, with a control signal flat, not every such curve was filed as active; inconclusive means small, poorly fitted or top-dose-only effect, or effect the other way, or a change in a side signal; inactive means no such curve, though single readings can be large or run the other way; the % refers to the polarisation; further: potency means the concentration at half of the fitted maximal effect; % of control where 0% means no effect; many of its hits are not listed in these tables
GALK inhibitor: inhibitors of human galactokinase; P51570; Purified GALK, Kinase-Glo residual ATP luminescence; Potency, µM (titrated, usually from 57.5 µM), without a hit: top-dose activity change, negative = inhibition, actives largely listed as inhibitors; 270,000 tested, 0.007% active; AID 1868; further: potency means the concentration at half of the fitted maximal effect; on the % scale 0 is the no-effect control and ±100 the full control effect
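Kinase-Glo Plus luminescence measured ATP left after a 1 h room-temperature reaction. The reaction used 5 nM GALK, 100 uM galactose and 35 uM ATP at pH 8.0 (20 mM HEPES, 5 mM MgCl2, 60 mM NaCl, 1 mM DTT, 0.01% BSA).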
S-ASM inh: human S-ASM enzyme inhibition | 340,000 tested, 0.006% active | placental ASM, HMU-PC fluorogenic substrate, 60 min | P17405 | Potency, µM (series often up to 57.5 µM), for the others: at the top dose activity change, negative = inhibition, most hits filed as inhibitors; further: potency means the concentration at half of the fitted maximal effect
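Fluorescence read-out (Ex 386 nm, Em 447 nm) after stopping the reaction at pH 10. Enzyme: ASM from human placenta; substrate HMU-PC0, 9 uM final; 60 min, 37 °C. Compound preincubation 10 min, ambient temperature.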
MBNL1 CUG block: blocks human MBNL1 binding to CUG repeat RNA. 280,000 tested, 0.036% active. Potency, µM (series often up to 57.5 µM), for inactives: top-dose activity change, negative = inhibition, usual class: inhibitors. TR-FRET MBNL1-His/biotin-(CUG)12 binding, 665/545 ratio. AID 2675; active means well fitted inhibition curve with a large enough effect in the signal ratio, with a control signal flat, not every such curve was filed as active; inconclusive means small, poorly fitted or top-dose-only effect, or effect the other way, or a change in a side signal; inactive means no such curve, though single readings can be large or run the other way; the % refers to the signal ratio; further: potency means the concentration at half of the fitted maximal effect; on the % scale 0 is the no-effect control and ±100 the full control effect
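Ratiometric TR-FRET (665 over 545 nm, excitation 340 nm) tracks disruption of MBNL1-His/biotin-(CUG)12 complex after 60 min at room temperature, with compounds at 92 nM to 58 uM final.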
USP2a inh: blocks human ubiquitin-specific protease USP2a. Potency, µM (doses to about 38.3 µM), for inactives: at the highest dose activity change, negative = inhibition, hits mostly inhibitors. 330,000 tested, 0.01% active. USP2 core, Ub-CHOP2 coupled fluorogenic reporter, 485/531;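 further: potency means the concentration at half of the fitted maximal effect; plate controls were DMSO wells for no effect and full inhibition by NEM control for full effect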
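USP2 core (10nM final) preincubated 30min RT with compound in 20mM Tris-HCl pH 8.0, 2mM CaCl2, 2mM beta-mercaptoethanol, 0.05% CHAPS; 25nM Ub-CHOP2 plus 25nM reporter substrate added, fluorescence (Ex485/Em531) read after 60min.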
An asterisk follows results filed as active; i = inactive; ? = inconclusive; . = no result given; [ ] = another dose, or the depositor's remark. Unless noted, the call rests on the fitted dose curve; in most records, active means well fitted curve in the direction sought with a large enough effect; inconclusive means small, poorly fitted or top-dose-only effect, or another doubt; inactive means no such curve, though single readings can be large; an effect the other way counts as inactive or inconclusive.

SMILES	Chronic BCR inh	TSHR antag	Mito fusion act	Eya2 inh	KCNH2 WT inh	PKM2 act	Menin MLL FP TR	GALK inhibitor	S-ASM inh	MBNL1 CUG block	USP2a inh
N=c1c(S(=O)(=O)c2ccc(Br)cc2)cc2c(=O)n3ccccc3nc2n1C1CCCCC1	?	4	-3%	11%	10	.	.	5%	-14%	1%	0%
O=C(CSc1nnc(COc2cccc3ccccc23)o1)N1c2ccccc2CCc2ccccc21	.	.	-7%	.	1	0%	-25%	2%	-1%	-2%	.
O=C(NCc1cccs1)C1CCC(=O)N(Cc2cccc(C(F)(F)F)c2)C1 (stereo not drawn)	8%	41	3%	15%	-8	1%	-16%	5%	5%	-14%	2%
CCCS(=O)(=O)N1CCN(Cc2ccccc2[N+](=O)[O-])CC1	-5%	0	-6%	1%	-7	0%	0%	-3%	-2%	-4%	1%
Cc1ccc(-n2c(SCC(=O)NCc3ccco3)nc3c(sc4ccccc43)c2=O)cc1	?	-27	7%	-1%	-16	18%	16%	1%	-5%	59%[activator]	0%
CCn1c(SCc2nc(-c3ccc(Cl)cc3)no2)nnc1-c1ccco1	6%	-12	8%	2%	4	6%	?	-2%	-5%	2%	-2%
CCCNC(=O)CCc1c(C)nc2c(c(C)nn2-c2ccc(C)cc2)c1C	3%	-10	32%	5%	-10	.	12%	.	-4%	-3%	2%
Cn1cccc1C(=O)NCc1ccc(Cl)cc1	-2%	-8	16%	3%	24	4%	-3%	-3%	-4%	3%	2%
COc1ccc(S(=O)(=O)N(CC(=O)N2CCOCC2)Cc2ccccc2)cc1C	6%	5	0%	27%	8	-11%	-10%	-1%	6%	-1%	3%
COc1ccc(N(CC(=O)NC2CCCCCC2)S(=O)(=O)c2ccc(C)cc2)cc1OC	1%	-9	-1%	6%	-4	0%	.	4%	-1%	-3%	-1%
CCN(CC(=O)NC1CC1)S(=O)(=O)c1ccc(OC)cc1	-4%	-4	-2%	2%	-16	-3%	.	-4%	1%	0%	-2%
CCC(C)c1ccc(N(CC(=O)NC(C)(C)C)C(=O)CNC(=O)c2cccs2)cc1 (stereo not drawn)	-15%	19	50%	2%	4	-3%	2%	7%	0%	-3%	0%
CC(C)(CNS(C)(=O)=O)SCc1ccc(Cl)cc1	3%	-6	-4%	6%	5	-1%	18%	-2%	1%	-2%	1%
Cc1ccccc1Nc1nnc(SCC(=O)c2ccc(O)cc2O)s1	-13%	-2	9%	-11%	-5	-14%	?	0%	-15%	4%	4%
O=C1/C(=C\c2ccc(Br)cc2)SC(=S)N1NS(=O)(=O)c1ccccc1	?	-8	2%	19%	-11	-2%	?	-17%	-11%	-7%	0%
COC(=O)c1ccc(NC(=O)CSCc2ccccc2)cc1	-1%	-6	1%	3%	-18	0%	1%	4%	-4%	-1%	-1%
Cc1cc(C)c(C(N)=O)c(NCCc2ccccc2)n1	4%	14	-4%	7%	-7	3%	11%	-1%	8%	5%	0%
COc1ccc(CNC(=O)COc2cccnc2[N+](=O)[O-])cc1OC	0%	12	3%	-3%	-3	.	4%	-1%	-1%	?	0%
CCCC(C(=O)NC1CCCC1)N(CC1CCCO1)C(=O)CNS(=O)(=O)c1ccccc1 (stereo not drawn)	-5%	3	-5%	-4%	5	-4%	-5%	8%	3%	1%	0%
CCCCCCn1c(N2CCC(C(N)=O)CC2)nc2c1c(=O)n(C)c(=O)n2C	-9%	-3	0%	-3%	2	0%	1%	-1%	-1%	-10%	0%
CCOC(=O)c1ccccc1Cc1nc2ccccc2c(=O)[nH]1	-9%	7	-3%	7%	-14	-13%	-7%	0%	1%	-7%	6%
CCn1c(NC(=O)c2ccc(C)cc2)c2ccccc2nc1=O	?	13	3%	-9%	1	5%	-16%	0%	10%	-2%	1%
Cc1ccc(C2CC(=O)N(c3ccc(F)cc3)C3=C2C(=O)CCC3)cc1 (stereo not drawn)	-2%	34	5%	-17%	0	-12%	-6%	-2%	4%	-10%	1%
CN(Cc1ccccc1Cl)C(=O)CCNC(=O)c1ccco1	?	7	1%	-12%	5	.	.	.	.	.	-1%
COc1ccc(NC(=O)CS(=O)(=O)c2ccc(C)cc2)c(OC)c1	3%	18	-2%	-20%	-6	0%[11.5 µM]	-3%	-3%	3%	-1%	1%
COC(=O)Nc1nnc(CCc2ccccc2)s1	-17%	-2	-1%	-16%	3	-4%	-1%	1%	3%	-7%	1%
Cc1ccc(C)c(N2CCN(C(=O)CN(C)S(=O)(=O)c3cnc[nH]3)CC2)c1	-13%	46	-5%	4%	11	-15%	5%	-1%	8%	-9%	0%
Cc1ccc(CNC(=O)CCNC(=O)N2CCn3c2nc2ccccc23)cc1	3%	-111*	4%	11%	22	-7%	-17%	12%	-1%	-2%	2%
c1ccc2c(Nc3ccc4c(c3)OCCO4)c3c(nc2c1)CCC3	?	3	2%	0%	.	-2%	?	1%	0%	5%	1%
CC1CCCCC12NC(=O)N(CC(=O)Nc1sccc1C(N)=O)C2=O (stereo not drawn)	0%	10	3%	-26%	0	.	.	.	4%	.	2%
CCN(CC)C1=N/C(=C\c2ccco2)C(=O)N1c1ccccc1	-3%	-4	0%	0%	-82*	-4%	-3%	-1%	217%[activator]	.	-1%
CCOc1ccc(CCNC(=O)c2nnc(Cc3ccc(F)cc3)o2)cc1OCC	-1%	2	4%	-18%	-3	1%	15%	.	-1%	10%	-5%
COc1cc2nc(SCC(=O)c3ccc(Br)cc3)n3nc(C)nc3c2cc1OC	-10%	3	0%	-4%	22	0%	-2%	1%	-4%	.	0%
CCOC(=O)c1[nH]c2ccccc2c1NC(=O)CCN1CCN(C(=O)OCC)CC1	-1%	-5	-3%	-4%	-7	-1%	10%	1%	-4%	1%	1%
Cc1c(Cl)c(-c2n[nH]c(=S)n2-c2ccc(F)cc2)nn1C	?	9	0%	-21%	1	12%	9%	1%	2%	7%	1%
ONC(=Nc1ccccc1Cl)c1ccccc1Cl	?	-25	-7%	10%	-2	6%	.	2%	-1%	-15%	2%
CCn1c(O)c(N=NC(=S)NCC2CCCO2)c2ccccc21 (stereo not drawn)	?	-3	0%	-3%	-9	-3%	12%	0%	-6%	?	6%
N#Cc1c(-c2ccccc2)cc(C2CC2)nc1SCC(=O)O	?	-32	1%	6%	1	0%	8%	-4%	12%	-1%	4%
CCOc1cc(C2C(C(=O)OCC(C)C)=C(C)N=C3SCCC(=O)N32)ccc1OC(C)=O (stereo not drawn)	0%	-9	1%	3%	-8	-3%	-9%	-1%	-2%	8%	2%
C[C@H](CO)N1C[C@H](C)[C@@H](CN(C)S(=O)(=O)c2cccs2)Oc2c(NC(=O)c3ccncc3)cccc2C1=O	5%	-12	.	11%	-2	.	.	.	5%	.	3%
CCOc1ccccc1CNC(=O)C1Cc2cc(S(=O)(=O)N3CCCCC3)ccc2N1C(C)=O (stereo not drawn)	5%	-5	0%	4%	-3	.	.	-2%	-6%	-1%	-1%
Cc1ccc(N(CC(=O)NC2CCCC2)C(=O)CCCC(=O)Nc2ccccn2)cc1C	-2%	3	1%	-15%	3	-1%	-16%	-4%	-1%	-3%	2%
COc1cc(CN2CCN(CCOCCO)CC2)cc(OC)c1OC	1%	-7	2%	1%	-7	0%	-7%	-1%	3%	1%	1%
O=C(NCC1CCCO1)c1ccc2c(=O)n(-c3ccccc3)c(=S)[nH]c2c1 (stereo not drawn)	5%	1	-2%	-7%	-5	-9%	6%	-1%	25%	8%	-1%
COc1cc(NC(=O)CCn2c(=S)oc3ccccc32)cc(OC)c1OC	?	0	1%	6%	-1	.	0%	-3%	1%	-8%	2%
O=S(=O)(NCc1cccnc1)c1cccn1-c1ncc(C(F)(F)F)cc1Cl	-1%	-3	-4%	12%	i	22µM*	1%	-2%	3%	-1%	8%
Cc1cccc(NC(=O)NCC2CC2)c1	5%	-2	-5%	16%	-8	.	0%	11%	1%	-3%	2%

An excerpt; rates above refer to the full screens.
